NLRP3 yeast inh – NALP3 inflammasome inhibitors in reconstituted yeast, primary screen, luminescence, uHTS. Yeast reconstituted NLRP3/ASC/caspase-1, beta-gal luminescence, 24 h. inhibition, % at 10 µM. 330,000 tested, 0.39% active. AID 2825, 2010;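 active means inhibition of 50% or more; inactive means inhibition below 50%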;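 further: plate controls were induced DMSO wells for no effect and uninduced yeast grown without galactose for full effect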
hIAP inh – human IAP inhibitors, primary screen, biochemical, luminescence, uHTS | purified IAP, CDP-Star luminescence, 30 min | inhibition, % at 10 µM | 330,000 tested, 0.12% active | AID 2544, 2010;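 active means inhibition reaching a set limit with compound at 10 µM in the primary screen, cut at about 35% in these data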;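 further: plate controls were DMSO wells with enzyme for no effect and no-enzyme buffer wells for full effect; values of inactives mirror those of a sister screen read the other way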
beta cell repl – inducers of MIN6 beta-cell proliferation, primary screen, ATP luminescence, uHTS; MIN6 cells proliferation, ATPlite luminescence, 48 h; cells starved in 0.2% serum; 100% = growth in 10% serum; proliferation, % at 10 µM; 330,000 tested, 0.29% active; AID 2380, 2010;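 active means compounds whose signal lies at least 3.5 SD above the mean of all wells on their plate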;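 further: 0% = DMSO-treated cells in low-serum medium and 100% = 10% serum control; some compounds called inactive have numbers as strong as hits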
A3G deaminase – APOBEC3G DNA deaminase inhibitors, primary screen, biochemical, fluorescence, single-stranded DNA substrate, uHTS; inhibition, % at 20 µM; DNA dC->dU-editing enzyme APOBEC-3G (Homo sapiens), Q9HC16; 330,000 tested, 0.28% active; recombinant A3G, ssDNA deamination FAM/TAMRA fluorescence;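 active means inhibition of at least 40% at 20 µM, with no more than 30% in the related APOBEC3A deaminase screen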;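 further: plate controls were DMSO wells with A3G for no effect and wells lacking A3G enzyme for full effect; some compounds called inactive have numbers as strong as hits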
Target sequence (Q9HC16 whole entry, looked up): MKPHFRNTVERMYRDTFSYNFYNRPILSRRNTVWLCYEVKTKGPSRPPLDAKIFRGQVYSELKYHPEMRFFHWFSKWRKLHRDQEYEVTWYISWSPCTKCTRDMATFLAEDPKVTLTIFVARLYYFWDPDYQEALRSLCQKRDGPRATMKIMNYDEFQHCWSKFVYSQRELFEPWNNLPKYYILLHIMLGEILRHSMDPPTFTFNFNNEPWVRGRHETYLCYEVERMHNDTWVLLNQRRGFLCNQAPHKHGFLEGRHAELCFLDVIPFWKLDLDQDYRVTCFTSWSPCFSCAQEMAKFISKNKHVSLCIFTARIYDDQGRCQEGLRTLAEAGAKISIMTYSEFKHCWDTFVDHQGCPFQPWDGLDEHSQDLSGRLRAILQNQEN
mIAP act – activators of mouse IAP, primary screen, biochemical, luminescence, uHTS; intestinal alkaline phosphatase [Mus musculus]; muIAP, CDP-Star luminescence, 30 min; hits give high values; 1 = vehicle-only enzyme signal, 0 = enzyme-free wells; activation factor at 10 µM; 330,000 tested, 0.24% active;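 active means activation factor of at least 2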; further: the source names both 10 and 20 µM as test concentration; values of inactives mirror those of a sister screen read the other way
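Assay system: mouse IAP enzyme; Reagent: CDP-Star chemiluminescent phosphatase substrate; Compound: DMSO-dissolved test compounds; Incubation: 30 min, room temperature; Technique: luminescence from enzymatic CDP-Star hydrolysis; Controls: DMSO-only wells and no-enzyme negative control.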
SENP1 inh – human SENP1 catalytic domain inhibitors, primary screen, biochemical, FRET, uHTS; recombinant SENP1 catalytic domain, CyPet-SUMO1-YPet FRET cleavage; inhibition, % at 10 µM; 360,000 tested, 0.21% active; Sentrin-specific protease 1 (Homo sapiens), Q9P0U3;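 active means inhibition at least 30% at 10 µM, raw YFP signal under a set limit, fluorescence ratio 0.5 to 1.5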;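 further: 0% = enzyme with DMSO and 100% = no enzyme wells; some results filed as inactive read as strong as hits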
Target sequence (Q9P0U3 419-644 limits assumed): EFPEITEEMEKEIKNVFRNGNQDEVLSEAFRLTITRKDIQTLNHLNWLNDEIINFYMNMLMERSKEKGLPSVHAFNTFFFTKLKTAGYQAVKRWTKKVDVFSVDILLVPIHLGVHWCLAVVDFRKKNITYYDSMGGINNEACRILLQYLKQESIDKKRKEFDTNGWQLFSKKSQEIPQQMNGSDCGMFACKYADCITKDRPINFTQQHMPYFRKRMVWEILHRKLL
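Controls: no-enzyme wells low, DMSO-plus-enzyme wells high control. Test system: human recombinant His6-tagged SENP1 catalytic domain enzyme. Reagent: SFCypet-SUMO1-SFYpet FRET protein substrate, 25 nM final. Doses: one dose per compound, 10 µM, 0.5% DMSO. Detection: FRET, CFP and YFP emission. Timing: 50 min reaction at room temperature.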
mIAP block – inhibitors of mouse IAP, primary screen, biochemical, luminescence, uHTS; intestinal alkaline phosphatase [Mus musculus]; purified mouse IAP, CDP-Star luminescence, 30 min; inhibition, % at 10 µM; 330,000 tested, 0.2% active;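 active means inhibition of at least 40% at 10 µM in the primary screen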;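 further: plate controls were DMSO with enzyme for no effect and no enzyme wells for full effect; values of inactives mirror those of a sister screen read the other way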
hIAP act – human IAP activators, primary screen, biochemical, luminescence, uHTS; purified human IAP, CDP-Star luminescence, 30 min; hits give high values; 1 = vehicle-only enzyme, 0 = enzyme-free background; activation factor at 10 µM; 330,000 tested, 0.16% active; AID 2524, 2010;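 active means activation factor of the enzyme at least 2-fold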; further: the source names both 10 and 20 µM as test concentration; values of inactives mirror those of a sister screen read the other way
APOBEC3A inh – APOBEC3A ssDNA deaminase inhibitors, primary screen, selectivity assay for APOBEC3G inhibitor project, biochemical, FAM/TAMRA oligo cleavage fluorescence | recombinant A3A, FAM/TAMRA ssDNA deamination fluorescence | inhibition, % at 20 µM | 330,000 tested, 0.41% active;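 active means at least 40% inhibition at 20 µM here, with at most 30% in a related deaminase screen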;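 further: plate controls were A3A with DMSO for no effect and wells lacking A3A enzyme for full effect; some results filed as inactive read as strong as hits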
Target sequence (P31941 whole entry, looked up): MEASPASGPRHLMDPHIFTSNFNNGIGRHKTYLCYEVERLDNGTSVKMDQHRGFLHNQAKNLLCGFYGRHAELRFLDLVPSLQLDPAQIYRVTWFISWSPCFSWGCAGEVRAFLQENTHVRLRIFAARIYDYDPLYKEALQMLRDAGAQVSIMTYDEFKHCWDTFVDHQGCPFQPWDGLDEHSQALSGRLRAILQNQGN
Active calls of the source: *. Not all compounds are listed. The share of hits here may be higher or lower than overall.

SMILES	NLRP3 yeast inh	hIAP inh	beta cell repl	A3G deaminase	mIAP act	SENP1 inh	mIAP block	hIAP act	APOBEC3A inh
CC(=O)N1c2ccc(S(=O)(=O)NCCC(=O)NCc3ccc(Cl)cc3)cc2CC1C (configuration not stated)	0.2	18.2	-0.2	-6.0	0.939	-2.6	6.1	0.818	-2.8
Cc1ccc(/C=C(/C#N)C(=O)NC(C)c2ccccc2)o1 (configuration not stated)	20.8	15.9	-1.1	-9.4	0.93	-6.9	7.0	0.841	-6.0
O=C(Nc1ccncc1)C1CC1c1ccccc1 (configuration not stated)	13.0	14.9	-0.5	-1.6	1.07	2.8	-7.0	0.851	1.3
O=C(Nc1ccnn1C1CCN(Cc2ccccc2OC(F)F)CC1)c1cccnc1	26.7	10.9	-3.3	-0.7	0.962	0.5	3.8	0.891	-2.4
O=C(O)c1cccc(NC(=O)c2cccc(S(=O)(=O)Nc3cccc([N+](=O)[O-])c3)c2)c1	7.1	-20.2	-4.3	-9.3	0.894	-1.8	10.6	1.2	-3.4
Cc1ccc(SCC(=O)NCCCN2CCOCC2)cc1	24.9	5.2	-0.8	-5.5	1.07	-0.7	-6.9	0.948	-4.4
CC(C)OCCCn1c(SCC(=O)Nc2ccccc2C(F)(F)F)nc2nccnc2c1=O	2.1	-2.2	0.4	-3.8	0.962	-1.0	3.8	1.02	-2.3
Cc1cccc(NC(=O)c2ccc3[nH]c(=O)c(=O)[nH]c3c2)n1	7.0	-17.8	7.7	-3.1	0.914	-0.3	8.6	1.18	-1.5
COc1ccc(CCNC(=O)c2ccc(CS(=O)Cc3ccc(Cl)cc3)o2)cc1OC (configuration not stated)	-6.7	-2.3	2.0	-9.2	1	-1.9	-0.4	1.02	-4.8
Cc1occc1C(=O)N1N=C(C2CC2)CC1(O)C(F)(F)F (configuration not stated)	-0.1	3.3	-4.4	-0.4	0.959	2.3	4.1	0.967	-1.9
COc1ccc(C2NCCC3(O)CCCCC23)c(OC)c1OC (configuration not stated)	5.5	17.9	-1.6	-6.7	1	0.6	-0.2	0.821	-1.5
CCc1nn(C(C)C(=O)N2CCN(c3ccc(OC)cc3)CC2)c(=O)c2cc3occc3n12 (configuration not stated)	2.4	-5.6	-3.5	-4.7	0.963	0.5	3.7	1.06	-4.5
O=S1(=O)C=C(SCCN2CCCCC2)c2ccccc21	-11.8	4.2	-1.0	-7.8	0.937	1.6	6.3	0.958	-4.8
COc1cc2ccccc2cc1C(=O)Nc1ccc(C)cc1	40.7	-5.9	-2.8	-6.0	0.935	-3.7	6.5	1.06	-3.0
COc1cc(CN2CCNC(=O)C2CC(=O)N(C)CCN2CCOCC2)cc(OC)c1 (configuration not stated)	1.6	8.0	7.2	-7.0	1	-2.5	-0.3	0.92	-3.3
CCC(C)[C@H]1CNCCN1CCC12CC3CC(CC(C3)C1)C2 (some centres not stated)	14.7	0.5	-7.0	2.2	1.02	-3.3	-2.5	0.995	0.3
CCOc1nc2c(c(=O)n(C)c(=O)n2C)n1Cc1ccccc1Cl	3.9	-6.8	0.8	-2.3	0.969	0.5	3.1	1.07	-4.5
COc1ccc(N2C(=O)CC(NNC(=O)c3cc(C)oc3C)C2=O)cc1 (configuration not stated)	22.4	-2.9	2.5	-5.7	0.933	1.1	6.7	1.03	-5.3
Cc1ccc(OCc2ccc(C(=O)NN)o2)c([N+](=O)[O-])c1	13.9	0.1	0.2	-2.4	0.936	0.0	6.4	0.999	1.6
O=C(NCCCN1CCOCC1)/C(=C/c1ccco1)NC(=O)c1ccccc1	10.4	-6.7	6.2	-12.5	0.907	1.4	9.3	1.07	-4.9
O=C(NCCCn1ccnc1)c1cc(-c2cccnc2)nc2ccc(Br)cc12	-4.3	-10.9	-3.7	-13.0	0.975	0.4	2.5	1.11	5.9
C=CC[C@H](CC(=O)NCCO)C(=O)NC[C@@H](OC(=O)[C@@H](CC=C)CC(=O)OC(C)(C)C)c1ccccc1	23.2	-12.1	0.0	-2.7	0.884	2.3	11.6	1.12	0.1
CSc1nc(C)c(C(=O)Nc2ccccc2)c(C)c1C#N	10.0	3.9	-2.4	-2.5	1.04	-3.5	-4.3	0.961	-0.2
CCOc1cc2[nH]c(=S)n(CCN3CCCCC3CC)c(=O)c2cc1OCC (configuration not stated)	5.3	2.3	-3.0	-3.2	0.926	-13.7	7.4	0.977	-1.5
COCCNC(=O)c1ccccc1NC(=O)Nc1ccccc1	25.1	-3.2	-2.8	-4.2	0.992	0.4	0.8	1.03	-0.7

The last 2 compounds of the section above are carried over, then new ones follow:
SMILES	NLRP3 yeast inh	hIAP inh	beta cell repl	A3G deaminase	mIAP act	SENP1 inh	mIAP block	hIAP act	APOBEC3A inh
CCOc1cc2[nH]c(=S)n(CCN3CCCCC3CC)c(=O)c2cc1OCC (configuration not stated)	5.3	2.3	-3.0	-3.2	0.926	-13.7	7.4	0.977	-1.5
COCCNC(=O)c1ccccc1NC(=O)Nc1ccccc1	25.1	-3.2	-2.8	-4.2	0.992	0.4	0.8	1.03	-0.7
CC(=O)N1CCN(Cc2nc3cc(NC(=O)c4ccc(Cl)cc4)ccc3n2C)CC1	5.9	3.2	0.8	-2.8	0.947	0.7	5.3	0.968	0.6
CCc1nnc(NC(=O)CCNC(=O)c2ccco2)s1	18.0	4.9	0.0	6.8	1.02	1.5	-2.0	0.951	5.5
Cc1nc2nc(SCC(N)=O)[nH]c2cc1Br	13.6	20.6	-3.1	1.7	1.02	0.9	-2.5	0.794	-1.9
OC(COc1ccc(OCc2ccccc2)cc1)CN1CCOCC1 (configuration not stated)	22.5	-26.2	0.4	3.7	1.07	0.8	-7.1	1.26	-5.5
CCC(C)(C(=O)NC1CCCCC1)N(C(=O)c1ccccn1)c1ccc(C)cc1 (configuration not stated)	25.0	-6.1	-0.4	-2.8	1.07	-1.0	-6.7	1.06	4.2
O=C(c1ccc(CSc2nc3ccncc3[nH]2)cc1)N1CCCCC1	9.0	7.7	-3.5	-4.6	0.917	1.7	8.3	0.923	-1.1
O=C(Nc1ccc(N2CCN(C(=O)c3ccccc3)CC2)c(Cl)c1)c1cccnc1	13.2	-3.1	-0.7	-5.7	0.895	-1.7	10.5	1.03	-0.6
CC(C)CCNC(=S)Nc1ccc2nc3n(c(=O)c2c1)CCCCC3	18.1	-14.0	0.0	-2.8	1.28	-0.3	-28.5	1.14	1.0
O=C(Nc1ccc2nc3n(c(=O)c2c1)CCCCC3)C(=O)N1CCN(c2ccc(F)cc2)CC1	10.5	-2.5	1.9	-5.3	0.933	0.9	6.7	1.02	-4.2
O=C(OCc1nc2ccsc2c(=O)[nH]1)c1ccc(Cl)nc1	10.7	-12.3	-0.5	-5.7	0.944	1.2	5.6	1.12	-1.8
CCCCCCCCCc1nc(N)n[nH]1	22.1	-46.6	1.7	-1.7	0.922	2.0	7.8	1.47	2.0
O=c1cc(CSc2ccc(Cl)cc2)[nH]c2[nH]n(-c3ccccc3)c(=O)c12	8.7	-2.1	-1.6	1.7	0.922	-0.3	7.8	1.02	10.4
C[C@H](NC(=O)N1CCn2c1nc1ccccc12)C(=O)NCCc1ccccc1	-1.1	-20.7	-0.3	-0.7	1.02	0.7	-2.5	1.21	-0.9
O=C(c1ccc(F)cc1)N1CCCCC(Sc2nnc3ccccn23)C1=O (configuration not stated)	7.4	-15.4	-0.1	-7.2	1	2.6	-0.1	1.15	0.3
CCn1c(SCc2nc3ccccc3c(=O)[nH]2)nc2ccccc2c1=O	-0.2	10.4	-2.7	-12.1	1.02	-0.4	-2.1	0.896	-4.1
COc1ccc(CC(=O)N2CCNC2=O)cc1	3.8	-19.0	-1.1	1.3	0.988	2.2	1.2	1.19	3.5
O=C(O)c1cc2c(cn1)[nH]c1ccccc12	9.1	-26.4	0.7	-8.7	1.01	-27.6	-1.5	1.26	-1.9
Cc1cccc(NC(=O)Cn2nnc3ccccc32)c1	15.8	-13.3	0.3	-9.9	0.968	1.2	3.2	1.13	-4.3
Cc1cccc(-n2ccc(=O)c(C(=O)Nc3ccc(S(=O)(=O)Nc4nccc(C)n4)cc3)n2)c1	7.2	6.8	-1.7	-3.3	0.953	-1.5	4.7	0.932	0.6
Cc1nn(C)c(C)c1S(=O)(=O)N1CCCC(C(=O)NC2CCCCC2)C1 (configuration not stated)	-7.7	11.8	2.3	-0.5	1.06	-0.5	-6.2	0.882	-1.4
Cc1ccc(-c2cc(C(=O)OCC(=O)NC3CC3)c3ccccc3n2)cc1	35.4	8.7	-5.1	-9.6	0.982	1.8	1.8	0.913	-2.2
O=C(COc1ccc2c(c1)OCO2)Nc1ccc(Cl)cn1	-2.8	0.1	-2.4	1.4	1.06	-1.2	-6.4	0.999	1.6
CC1(C)Cc2c(sc3nc(-c4ccccc4Cl)n(N)c(=O)c23)CO1	15.0	3.3	-4.0	-2.4	0.985	1.4	1.5	0.967	-0.5
CC(=O)c1ccc(N2CCN(C(=O)c3noc4c3CSc3ccccc3-4)CC2)cc1	8.2	15.4	4.0	-0.2	0.979	-1.9	2.1	0.846	1.4
CCN(CC(=O)Nc1ccccc1C(F)(F)F)C(=O)CSCC(=O)Nc1cc(C)on1	2.1	-8.0	-0.9	-5.0	0.96	0.9	4.0	1.08	-2.8
CC[C@H]1OC(=O)[C@H](C)[C@@H](O[C@H]2C[C@@](C)(OC)[C@@H](O)[C@H](C)O2)[C@H](C)[C@@H](O[C@@H]2O[C@H](C)C[C@H](N(C)C)[C@H]2O)[C@](C)(O)C[C@@H](C)CN(C)[C@H](C)[C@@H](O)[C@]1(C)O	14.4	0.3	-5.9	-1.7	0.937	1.7	6.3	0.997	4.5
COc1ccc(C2=CC(=O)CC(C)(C)C2)cc1OC	22.2	-1.6	1.7	-11.1	1.04	13.3	-4.0	1.02	-2.2
O=c1ccc(S(=O)(=O)N2CCCC2)cn1Cc1ccc(Cl)cc1Cl	1.9	11.6	1.7	-4.2	0.882	-0.4	11.8	0.884	6.5
COc1ccc(S(=O)(=O)N2CCN(CC(=O)N3CCOCC3)CC2)cc1OC	-7.2	-18.2	-2.6	-3.6	1.04	0.7	-4.3	1.18	13.0

A draw from above in order of length of the SMILES, smallest number first:
SMILES	NLRP3 yeast inh	hIAP inh	beta cell repl	A3G deaminase	mIAP act	SENP1 inh	mIAP block	hIAP act	APOBEC3A inh
O=C(OCc1nc2ccsc2c(=O)[nH]1)c1ccc(Cl)nc1	10.7	-12.3	-0.5	-5.7	0.944	1.2	5.6	1.12	-1.8
O=C(c1ccc(CSc2nc3ccncc3[nH]2)cc1)N1CCCCC1	9.0	7.7	-3.5	-4.6	0.917	1.7	8.3	0.923	-1.1
CCN(CC(=O)Nc1ccccc1C(F)(F)F)C(=O)CSCC(=O)Nc1cc(C)on1	2.1	-8.0	-0.9	-5.0	0.96	0.9	4.0	1.08	-2.8
